Screening results (PubChem)
5HT1E ag – agonists of human 5-HT1E serotonin receptor; AID 574; CHO 5-HT1E Ga15 NFAT-bla reporter, FRET; 0% DMSO wells, 100% control agonist wells; activation, % at 6 µM; actives 0.69% (n = 65,000);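 active = activation above a set limit, the screen-wide mean activation plus 3 SD, cut at about 8.5% in these data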;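 note: 100% = positive control agonist at 1 µM giving full maximal response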
Target sequence (P28566 whole entry, looked up): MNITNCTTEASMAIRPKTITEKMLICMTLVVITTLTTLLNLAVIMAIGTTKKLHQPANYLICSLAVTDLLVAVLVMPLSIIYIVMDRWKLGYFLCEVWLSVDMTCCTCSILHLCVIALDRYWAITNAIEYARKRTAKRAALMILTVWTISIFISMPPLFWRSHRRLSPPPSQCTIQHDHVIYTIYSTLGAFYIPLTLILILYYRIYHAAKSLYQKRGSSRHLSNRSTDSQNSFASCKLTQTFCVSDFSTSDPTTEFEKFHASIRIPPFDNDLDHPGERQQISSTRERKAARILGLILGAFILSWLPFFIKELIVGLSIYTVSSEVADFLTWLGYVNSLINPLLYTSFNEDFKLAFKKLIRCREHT
Jurkat viability – cytotoxic compounds reducing Jurkat cell viability. Jurkat E6.1 viability, ATP luminescence, 48 h. inhibition, % at 4 µM. actives 1.2% (n = 56,000). AID 463;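 active = inhibition above the mean inhibition of all tested compounds plus 3 SD, cut at about 28% in these data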
5HT1a antag – antagonists of human 5-HT1a serotonin receptor; actives 0.68% (n = 62,000); P08908; inhibition, % at 10 µM; CHO 5-HT1a Ga15 NFAT-bla reporter, antagonist mode;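 active = inhibition above the mean of all tested compounds plus 3 SD, cut at about 43% in these data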;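 note: receptor stimulated by 5-CT agonist at 100 nM near EC80; beta-lactamase reporter measured by ratiometric fluorescence of a cleavable substrate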
S1P1 ag pot – agonists and agonism potentiators of human S1P1 receptor; activation, % at 9.5 µM; AID 449; actives 0.57% (n = 56,000); S1P1 CRE-bla cells, forskolin, beta-lactamase FRET, potentiator mode; S1P1 agonist co-added at EC20, 2 nM; 100% = saturating reference agonist, 0% = basal;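 active = activation above a cutoff set at the mean activation of all tested compounds plus 3 SD, cut at about 54% in these data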;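 note: forskolin at 4 µM as EC80 and the EC20 agonist is SEW2871; 100% = SEW2871 at its EC100 plus forskolin at EC80; some compounds past the cut are filed as inactive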
Target sequence (P21453 whole entry, looked up): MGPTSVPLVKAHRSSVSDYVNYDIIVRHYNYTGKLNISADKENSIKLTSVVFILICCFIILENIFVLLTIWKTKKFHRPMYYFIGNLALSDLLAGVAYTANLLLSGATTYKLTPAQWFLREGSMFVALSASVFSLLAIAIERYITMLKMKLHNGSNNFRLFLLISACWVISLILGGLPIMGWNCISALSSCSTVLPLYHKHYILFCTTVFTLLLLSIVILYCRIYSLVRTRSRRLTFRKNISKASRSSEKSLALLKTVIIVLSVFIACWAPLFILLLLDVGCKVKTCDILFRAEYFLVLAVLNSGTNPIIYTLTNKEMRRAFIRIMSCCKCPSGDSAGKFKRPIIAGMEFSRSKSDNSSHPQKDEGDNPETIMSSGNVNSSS
5HT1a ag – agonists of human 5-HT1a serotonin receptor. AID 567. activation, % at 10 µM. actives 0.56% (n = 65,000). P08908. CHO 5-HT1a Ga15 NFAT-bla reporter, FRET ratio; 0% basal, 100% maximal reference agonist;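 active = activation above the screen-wide mean activation plus 3 SD, cut at about 19% in these data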;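 note: 0% = DMSO wells and 100% = 5-CT at EC100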
5HT1E antag – 5-HT1E (human) receptor antagonism; AID 571; inhibition, % at 6 µM; P28566; actives 0.99% (n = 65,000); CHO 5-HT1E Ga15 NFAT-bla reporter, FRET, antagonist;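 active = inhibition above a set limit, the mean inhibition across every tested compound plus 3 SD, cut at about 29% in these data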;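 note: signal is the 460 over 535 nm emission ratio of beta-lactamase substrate; 0% = agonist plus DMSO wells and 100% = wells without agonist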
D1 allo mod – D1 dopamine receptor (human) allosteric modulation; B-score at 10 µM; actives 5.9% (n = 58,000); HEK293 D1, CRE-luciferase, dopamine EC30 potentiation; actives deviate in either direction; P21728;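 active = luminescence count or its row- and column-corrected plate score outside the 99.7% band of the plate's sample wells, on either side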
S1P3 ag – activates the human S1P3 receptor. Q99500. actives 0.1% (n = 60,000). S1P3 NFAT-BLA reporter cells, agonism, FRET ratio; relative to 1 µM S1P, basal subtracted. activation, % at 4.5 µM. AID 373;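 active = activation above the screen-wide mean plus 3 SD, cut at about 4.5% in these data, passing the limit was not always enough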; note: some compounds called inactive have numbers as strong as hits
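Material: Human S1P3 NFAT-BLA reporter CHO cells | Incubation: Overnight plating, 4 h compound 37 °C, 2 h substrate RT | Signal: FRET β-lactamase substrate fluorescence, excitation 405 nm, 460/535 nm emission ratio, background-subtracted | Compound: 4.5 µM final, single dose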
HEK293 NFkB inh – lowers PMA/ionomycin-induced NF-kB signal in HEK293 cells | actives 0.21% (n = 62,000) | inhibition, % at 3 µM | HEK-293 NF-kB luciferase reporter, luminescence | AID 465;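 active = inhibition above the mean of all tested compounds plus 3 SD, cut at about 40% in these data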;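 note: 0% = stimulated DMSO wells and 100% = 10 µM reference inhibitor 5653914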
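Material: HEK-293 cells with stable firefly luciferase reporter driven by four HIV NF-kB elements / Also added: PMA plus ionomycin mix as NF-kB-activating stimulus / Compound dosing: 3 µM once, 0.30% DMSO / Times: 1 h pretreatment, 16 h stimulation, 37 °C / Signal: luminescence / Evaluation: per-plate % inhibition versus controls / Benchmarks: DMSO and 10 µM reference inhibitor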
* = called active by the depositor; nt = no result given.

1. O=C(C1CC1)N1CCc2cc(S(=O)(=O)N3CCOCC3)ccc21
2. COc1cc(OC)cc(-c2cc3nc(C)c(CCC(=O)O)c(C)n3n2)c1
3. COc1ccc2oc(=O)c(-c3nc(C)cs3)cc2c1
4. Clc1ccc(OCc2nn3c(-c4ccncc4)nnc3s2)cc1
5. CC(C)(O)C#Cc1ccc(C(=O)N2CCC(C(N)=O)(N3CCCCC3)CC2)cc1
6. C#CC1(O)CC(C)NCC1(C)CCC#N (stereo not drawn)
7. CN(c1ccccc1C(N)=O)S(=O)(=O)c1ccccc1
8. CCOc1cc(S(=O)(=O)n2nc(C)cc2C)ccc1F
Screen / compound no.	1	2	3	4	5	6	7	8
5HT1E ag	0.8	-0.8	0.8	1.3	0.3	-0.3	-0.8	0.5
5HT1a antag	0.0	1.2	nt	-6.9	-14.6	-6.3	-68.9	-2.8
D1 allo mod	1.61	-4.11	nt	1.97	-0.174	0.131	0.447	nt
S1P3 ag	-0.1	-0.5	0.0	0.2	0.4	-1.1	-0.4	-0.6
Jurkat viability	-4.5	2.4	nt	0.4	-6.2	-1.7	4.8	-2.6
5HT1E antag	-4.5	5.6	2.6	-3.4	0.8	6.0	3.0	-2.0
HEK293 NFkB inh	1.1	63.3*	nt	0.3	-9.3	14.3	7.7	1.6
5HT1a ag	-6.6	-2.0	5.0	-1.5	1.7	-2.1	-1.5	1.0
S1P1 ag pot	-37.4	-23.6	-19.9	-17.5	nt	-2.6	nt	5.0

9. CCOC(=O)Cn1nc(C)c(-c2ccccc2)c1N
10. Cc1occc1C(=O)N1CCN(c2ccc(Cl)c(Cl)c2)CC1
11. Cc1cc(C)nc(SC2CCOC2=O)n1 (stereo not drawn)
12. CC1CCc2nc(NC(=O)c3cc(C(C)(C)C)nn3C)sc2C1 (stereo not drawn)
13. CCn1c(N)c(C(N)=O)sc1=S
14. CN1C(=O)CC(c2ccco2)Sc2ccccc21 (stereo not drawn)
15. Cc1onc(-c2ccccc2)c1C(=O)Nc1cccnc1
16. Cc1ncsc1C(=O)NCc1ccc(N2CCCC2=O)cc1
Screen / compound no.	9	10	11	12	13	14	15	16
5HT1E ag	-0.3	1.3	-0.4	-0.6	-0.7	-1.0	-1.0	-0.9
5HT1a antag	-4.4	9.0	-9.9	-10.9	3.1	-9.3	-8.5	8.2
D1 allo mod	0.2	-0.119	-0.635	0.0731	nt	-0.00255	0.583	-0.451
S1P3 ag	nt	-1.3	1.0	0.4	-1.0	-0.4	-0.9	-0.3
Jurkat viability	nt	13.3	1.6	-10.9	1.0	5.1	4.0	4.1
5HT1E antag	7.9	4.5	0.0	-3.2	9.3	-10.1	-3.2	3.0
HEK293 NFkB inh	-2.2	6.1	1.4	9.4	4.9	24.2	13.3	20.8
5HT1a ag	0.6	2.3	-0.4	0.4	-1.9	-3.5	-1.3	-0.9
S1P1 ag pot	nt	69.3*	-7.6	-9.8	10.1	-13.0	4.3	8.7

17. CCOC(=O)c1ccccc1NC(=O)c1c(F)c(F)c(F)c(F)c1F
18. CC(=O)Nc1ccc(N2CCN(C(C)=O)CC2)cc1
19. CC(C)(C)n1nc2c(c1NC(=O)c1ccc(Br)o1)CS(=O)C2 (stereo not drawn)
20. COc1cc(-c2nnc(SCc3c(F)cccc3Cl)o2)cc(OC)c1OC
21. CCc1cccc(CC)c1NC(=O)CN1CCN(c2ccccc2)CC1
22. COc1ccc(OCC(O)CON2C(=O)c3ccccc3C2=O)cc1 (stereo not drawn)
23. CC(C)CN(CC(C)C)S(=O)(=O)N1CCC(C(=O)NC2CCCCCCC2)CC1
24. CC(NC(=O)c1cccs1)C(c1cccs1)N1CCOCC1 (stereo not drawn)
Screen / compound no.	17	18	19	20	21	22	23	24
5HT1E ag	-0.9	-0.1	-0.3	1.2	-0.8	-1.1	0.5	0.3
5HT1a antag	4.5	-8.2	-6.4	6.2	13.7	8.6	-3.2	-15.2
D1 allo mod	0.361	nt	-0.1	3.35	-0.355	1.94	-0.558	0.0498
S1P3 ag	-1.3	0.6	1.2	-1.1	-0.2	nt	-0.9	0.4
Jurkat viability	8.5	-0.1	-0.3	-2.1	-2.9	nt	-11.6	-4.2
5HT1E antag	13.5	-1.7	-3.4	22.1	-8.3	0.2	6.6	-5.5
HEK293 NFkB inh	18.7	-0.2	14.9	9.5	16.1	5.1	12.4	-2.4
5HT1a ag	-2.2	-1.7	0.8	-4.4	4.8	-0.3	2.8	-0.9
S1P1 ag pot	15.8	-5.1	0.8	-47.1	12.3	nt	8.2	6.8

25. CCCOC(=O)c1ccc(NC(=O)C2C3C=CC(O3)C2C(=O)O)cc1 (stereo not drawn)
26. CC(=O)N1CCN(Cc2ccc(Br)s2)CC1
27. O=C(Cc1cccs1)N1CCCC(c2nc3c(nnn3Cc3ccccc3Cl)c(=O)[nH]2)C1 (stereo not drawn)
28. CCOC(=O)N1CCN(c2ncnc3nc[nH]c23)CC1
29. CCOC(=O)C1CCCN(Cc2c(F)cccc2Cl)C1 (stereo not drawn)
30. CCOc1ccc2nc(N3CCCCCC3)sc2c1
31. CCC(=O)c1ccc(OCCn2cncn2)cc1
32. CC1(C)CC(C(CC(=O)O)c2ccccc2)CCO1 (stereo not drawn)
Screen / compound no.	25	26	27	28	29	30	31	32
5HT1E ag	-0.2	0.7	0.2	-0.9	0.4	0.5	-1.4	1.1
5HT1a antag	1.4	-3.2	17.1	1.1	-1.7	1.1	-2.8	4.9
D1 allo mod	-0.199	0.456	2.76	nt	-2.33	-0.787	0.132	0.602
S1P3 ag	-0.2	0.0	-1.4	-1.4	-0.8	1.4	-0.2	-0.3
Jurkat viability	-6.9	3.3	-0.2	0.8	-5.6	-1.1	4.3	-6.8
5HT1E antag	-0.1	-3.0	5.5	12.9	-4.4	-0.2	-1.7	5.1
HEK293 NFkB inh	19.1	8.6	13.0	-2.1	-0.6	-65.6	3.9	-1.6
5HT1a ag	-0.3	-4.2	-0.9	-6.2	-2.1	0.6	-3.1	-5.3
S1P1 ag pot	nt	-31.0	-2.1	-10.1	nt	-10.3	nt	-25.0

Of the compounds above, these contain a tert-butyl group:
12. CC1CCc2nc(NC(=O)c3cc(C(C)(C)C)nn3C)sc2C1 (stereo not drawn)
19. CC(C)(C)n1nc2c(c1NC(=O)c1ccc(Br)o1)CS(=O)C2 (stereo not drawn)
Screen / compound no.	12	19
5HT1E ag	-0.6	-0.3
5HT1a antag	-10.9	-6.4
D1 allo mod	0.0731	-0.1
S1P3 ag	0.4	1.2
Jurkat viability	-10.9	-0.3
5HT1E antag	-3.2	-3.4
HEK293 NFkB inh	9.4	14.9
5HT1a ag	0.4	0.8
S1P1 ag pot	-9.8	0.8

Other results:
33. Cn1c(C(=O)NCc2cccnc2)cc2sccc21
34. COc1ccc(-c2cc(C(F)(F)F)n3nc(C(=O)Nc4cc(C)on4)cc3n2)cc1OC
35. COc1cccc(N2CCN(C3CC(=O)N(c4ccc(C)c(Cl)c4)C3=O)CC2)c1 (stereo not drawn)
36. CCCOc1ccc(/C(O)=C2/C(=O)C(=O)N(CCCn3ccnc3)C2c2cccs2)cc1 (stereo not drawn)
37. CC(=O)C1=C(O)C(=O)N(c2cccc(C(=O)O)c2)C1c1ccccc1F (stereo not drawn)
38. C=CCn1c(COc2ccc(CC)cc2)nnc1SC/C(O)=C(\C#N)c1nc2ccccc2[nH]1
39. CC(NC(=O)NC1CCCCC1)C(c1cccs1)N1CCOCC1 (stereo not drawn)
40. CCCSCCCNC(=O)CC1Oc2ccccc2NC1=O (stereo not drawn)
Screen / compound no.	33	34	35	36	37	38	39	40
5HT1E ag	0.0	1.3	0.4	-0.5	0.2	-0.1	-0.1	0.3
5HT1a antag	-0.5	-20.5	-2.4	nt	nt	-0.5	16.9	-7.3
D1 allo mod	nt	0.799	1.9	-0.488	-0.00645	-0.203	-0.4	0.166
S1P3 ag	-1.3	-1.4	0.5	-2.4	0.5	nt	-0.9	-0.4
Jurkat viability	9.2	1.4	-5.7	nt	nt	nt	-1.6	1.9
5HT1E antag	1.5	-10.2	1.9	3.2	-4.0	-5.1	13.2	-4.8
HEK293 NFkB inh	13.3	8.9	-1.4	nt	nt	6.5	-13.5	1.5
5HT1a ag	0.8	1.0	0.8	1.1	-0.1	-0.8	-0.6	-1.8
S1P1 ag pot	10.8	nt	-14.4	-2.5	-11.9	nt	0.5	-22.0

3 entries from above, arranged by number of heavy atoms, descending:
38. C=CCn1c(COc2ccc(CC)cc2)nnc1SC/C(O)=C(\C#N)c1nc2ccccc2[nH]1
35. COc1cccc(N2CCN(C3CC(=O)N(c4ccc(C)c(Cl)c4)C3=O)CC2)c1 (stereo not drawn)
39. CC(NC(=O)NC1CCCCC1)C(c1cccs1)N1CCOCC1 (stereo not drawn)
Screen / compound no.	38	35	39
5HT1E ag	-0.1	0.4	-0.1
5HT1a antag	-0.5	-2.4	16.9
D1 allo mod	-0.203	1.9	-0.4
S1P3 ag	nt	0.5	-0.9
Jurkat viability	nt	-5.7	-1.6
5HT1E antag	-5.1	1.9	13.2
HEK293 NFkB inh	6.5	-1.4	-13.5
5HT1a ag	-0.8	0.8	-0.6
S1P1 ag pot	nt	-14.4	0.5

(more compounds)
41. C=CCn1c(COc2ccccc2)nnc1SCc1ccc(C#N)cc1
42. CC(CNC(=O)C1CCCCC1)NC(=O)C1CCCCC1 (stereo not drawn)
43. O=C1N(Cc2ccc3c(c2)OCO3)c2ccccc2C1(O)c1c[nH]c2ccccc12 (stereo not drawn)
44. O=C(CS(=O)CC(=O)N(CC(=O)NC1CCCC1)C1CCCCC1)Nc1ccc(F)cc1 (stereo not drawn)
45. Cc1c(C(=O)N2CCN(S(C)(=O)=O)CC2)oc2ccccc12
46. Cn1c(=O)c2c(ncn2CC(=O)N2CCN(c3ccccc3F)CC2)n(C)c1=O
47. COc1ccc(OC)c(CN2CCCC(C(=O)N3CCCCC3)C2)c1 (stereo not drawn)
48. CC(C)C(C(=O)NC1CCCCC1)N(CC1CCCO1)C(=O)CNS(=O)(=O)c1ccc(F)cc1 (stereo not drawn)
49. CCOC(=O)N1CCN(C(=O)Cn2nc(-c3ccc(Cl)cc3)ccc2=O)CC1
Screen / compound no.	41	42	43	44	45	46	47	48	49
5HT1E ag	1.0	-0.5	-0.5	0.0	0.4	-1.4	0.4	-0.3	-0.1
5HT1a antag	-1.8	7.2	0.7	-3.7	-0.9	6.0	-1.7	-16.1	3.9
D1 allo mod	-0.0616	-0.0773	-0.000344	-0.673	0.299	0.034	-0.165	-1.35	-0.154
S1P3 ag	-0.4	-1.1	-0.3	0.2	-0.5	-0.3	-1.4	0.8	0.1
Jurkat viability	1.1	-3.1	-8.9	-4.9	3.4	0.4	2.5	-1.9	-3.2
5HT1E antag	-3.7	-9.1	0.0	-20.8	-4.7	-6.9	5.5	0.6	1.8
HEK293 NFkB inh	3.5	17.0	16.1	16.8	6.5	-0.7	20.5	20.0	11.6
5HT1a ag	-1.1	0.7	-2.0	0.1	-0.9	0.0	0.6	1.1	-2.5
S1P1 ag pot	12.5	nt	-3.1	-8.0	0.8	-13.7	-8.9	4.5	10.2
